DDE Tn7 FP inh = inhibitors of Tn7 peptide binding to fibrin DD(E), primary screen, biochemical, fluorescence polarization, human fibrin, Tn7 probe; Fibrinogen beta chain (Homo sapiens), P02675; FP displacement of FITC-Tn7 peptide from fibrin DD(E); 0% = median of compound wells per plate; inhibition, % at 8.3 µM; 0.13% of 370,000 active; AID 720508, 2013;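 active means inhibition above the mean of compounds falling within the control limits plus 3 SD of them, cut at about 14% in these data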;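 further: 0% = plate median of compound wells and 100% = 10 µM Aha-Tn7 peptide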
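assay system = human clot-derived fibrin DD(E) complex | quantity = Fibrin-DD(E) at 2 µM final | timing = 10 min preincubation, 3 h with tracer, room temperature | signal = fluorescence polarization | measure = percent inhibition | benchmarks = high control wells with 10 µM unlabelled Aha-Tn7 peptide (full inhibition) | replicates = singlicate testing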
ADAM17 inh = ADAM17 inhibitors, primary screen, biochemical, QFRET | Disintegrin and metalloproteinase domain-containing protein 17 (Homo sapiens), P78536 | recombinant ADAM17, EDANS/DABCYL FRET peptide cleavage | inhibition, % at 6.95 µM | 0.83% of 370,000 active;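 active means inhibition above the mean of compounds lying between control limits plus 3 SD, set per campaign, cut at about 8.5% in these data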;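 further: 0% = DMSO-only wells as the low control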
TDP2 absorb = human TDP2 enzyme inhibitors, primary screen, biochemical, epi absorbance, recombinant enzyme; T5PNP hydrolysis, p-nitrophenol absorbance 415 nm; inhibition, % at 12.8 µM; 0.34% of 370,000 active; AID 720702, 2013;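 active means inhibition above the mean of all tested compounds plus 3 SD, set per campaign, cut at about 25% in these data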;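 further: 0% = DMSO with enzyme and 100% = buffer with substrate but no TDP2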
Target sequence (O95551 whole entry, looked up): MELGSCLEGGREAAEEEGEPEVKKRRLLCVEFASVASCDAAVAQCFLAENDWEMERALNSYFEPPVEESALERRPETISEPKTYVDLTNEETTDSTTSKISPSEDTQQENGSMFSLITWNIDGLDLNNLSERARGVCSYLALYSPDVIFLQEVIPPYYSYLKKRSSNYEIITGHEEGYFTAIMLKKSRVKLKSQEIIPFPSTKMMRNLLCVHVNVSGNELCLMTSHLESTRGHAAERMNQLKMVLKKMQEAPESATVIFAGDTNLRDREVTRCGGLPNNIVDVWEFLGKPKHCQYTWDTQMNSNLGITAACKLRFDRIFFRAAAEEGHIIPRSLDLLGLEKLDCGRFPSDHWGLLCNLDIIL
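Incubation: 2 h at 37 °C; Test system: recombinant human TDP2; Quantity: enzyme 120 nM; Read-out basis: percent inhibition; Medium: 50 mM Tris-HCl pH 7.5 with Mg2+, KCl, DTT, BSA; Repeats: single replicate; Compound: 12.8 µM single point, 1% DMSO; Signal: epi absorbance; Reagent: 5 mM T5PNP chromogenic substrate; Benchmarks: no-enzyme high, DMSO-plus-enzyme low.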
PLCg1 inh = PLC-gamma1 enzyme inhibitors, primary screen, biochemical, fluorescence, purified enzyme; 1-phosphatidylinositol 4,5-bisphosphate phosphodiesterase gamma-1 (Homo sapiens), P19174; fluorogenic substrate; inhibition, % at 12.2 µM; 0.84% of 370,000 active; AID 720700, 2013; in the data active means inhibition above about 9.5%
SIAE inh = human SIAE inhibitors, primary screen, biochemical, fluorescence polarization, FP-Rh probe, 1536-well HTS; SIAE FP-Rh probe binding; inhibition, % at 9.66 µM; 0.69% of 370,000 active;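 active means inhibition above a cutoff: mean of compounds within the control limits plus 3 SD of those, cut at about 17% in these data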;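 further: 0% = plate median of compound wells and 100% = probe without SIAE protein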
ADAM10 inh = human ADAM10 inhibitors, primary screen, biochemical, QFRET, HTS | Disintegrin and metalloproteinase domain-containing protein 10 (Homo sapiens), O14672 | recombinant ADAM10, EDANS/DABCYL FRET peptide cleavage, 3 h | inhibition, % at 7 µM | 0.62% of 370,000 active | AID 720582, 2013;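 active means inhibition above a per-campaign cutoff equal to the mean of compounds falling between control-based bounds plus 3 SD, cut at about 20% in these data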;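 further: 0% = DMSO wells while the 100% control is not disclosed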
DDE Tn6 FP inh = inhibitors of Tn6 peptide binding to fibrin DD(E), primary screen, biochemical, fluorescence polarization, human fibrin, Tn6 probe. inhibition, % at 8.3 µM. Fibrin DD(E) TRITC-Tn6 fluorescence polarization displacement. AID 720509, 2013. Fibrinogen beta chain (Homo sapiens), P02675. 0.21% of 370,000 active;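 active means inhibition above a per-campaign cutoff: mean of compounds within control limits plus 3 SD, cut at about 15% in these data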;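 further: 0% = median of all compound wells on the plate and 100% = blocking peptide control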
ASAP1 inh = inhibitors of human ASAP1 ArfGAP activity, primary screen, biochemical, fluorescence polarization; Arf-GAP with SH3 domain, ANK repeat and PH domain-containing protein 1 (Homo sapiens), …; ASAP1-stimulated ARF1 GTP hydrolysis, GDP FP detection; inhibition, % at 16.5 µM; 0.19% of 360,000 active; in the data active means inhibition above about 25%;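 further: 0% = vehicle with enzyme and substrate and 100% = no enzyme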
Target sequence (Q9ULH1 325-724 limits assumed): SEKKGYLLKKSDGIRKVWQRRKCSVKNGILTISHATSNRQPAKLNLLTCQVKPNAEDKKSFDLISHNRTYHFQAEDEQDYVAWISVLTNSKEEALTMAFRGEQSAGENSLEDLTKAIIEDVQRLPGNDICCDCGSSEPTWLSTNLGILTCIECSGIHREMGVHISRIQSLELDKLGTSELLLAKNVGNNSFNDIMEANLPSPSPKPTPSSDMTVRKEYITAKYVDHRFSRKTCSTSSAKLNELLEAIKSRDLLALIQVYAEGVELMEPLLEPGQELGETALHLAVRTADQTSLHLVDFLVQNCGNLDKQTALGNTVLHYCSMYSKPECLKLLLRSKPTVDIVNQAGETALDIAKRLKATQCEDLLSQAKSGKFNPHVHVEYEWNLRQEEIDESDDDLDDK
PLC-beta3 inh = human PLC-beta3 inhibitors, primary screen, biochemical, fluorescence. 1-phosphatidylinositol 4,5-bisphosphate phosphodiesterase beta-3 (Homo sapiens), Q01970. Purified PLC-beta3, fluorogenic substrate. inhibition, % at 12.2 µM. 0.18% of 370,000 active; in the data active means inhibition above about 11%;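 further: 0% = median of compound wells on plate and 100% = full blocker control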
ARFGAP1 inhibitor = inhibitors of rat ARFGAP1 GAP activity, primary screen, biochemical, fluorescence polarization, GDP tracer; inhibition, % at 16.5 µM; AID 651572, 2012; ADP-ribosylation factor GTPase-activating protein 1 (Rattus norvegicus), Q62848; 0.26% of 360,000 active; Arfgap1-stimulated ARF1 GTP hydrolysis, GDP FP detection;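 active means inhibition above a per-plate limit, mean inhibition of low control wells plus 3 SD, cut at about 25% in these data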;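 further: 0% = DMSO wells with enzyme and 100% = wells lacking Arfgap1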
Target sequence (Q62848 1-136 limits assumed): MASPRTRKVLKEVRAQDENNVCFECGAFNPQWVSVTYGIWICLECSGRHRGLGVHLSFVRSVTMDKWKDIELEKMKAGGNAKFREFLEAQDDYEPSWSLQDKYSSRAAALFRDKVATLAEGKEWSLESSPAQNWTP
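Material: rat Arfgap1 catalytic domain, aa 1-136; also added: human ARF1(Δ1-17)-GTP substrate; compound dosing: one concentration, 16.5 µM, DMSO 1.26%; incubation: GTP hydrolysis reaction 2 h at 25 °C; measured by: Tracer-displacement fluorescence polarization with EDTA stop, 620/688 nm; evaluation: % inhibition from polarization; repeats: one replicate per compound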
Numbers without * were called inactive.

SMILES | DDE Tn7 FP inh | ADAM17 inh | TDP2 absorb | PLCg1 inh | SIAE inh | ADAM10 inh | DDE Tn6 FP inh | ASAP1 inh | PLC-beta3 inh | ARFGAP1 inhibitor
C[n+]1cc(-c2ccccc2)oc1-c1ccccc1 | -1 | -1 | 9 | -3 | -3 | -2 | -2 | 4 | 1 | 1
COc1ccc(CCn2c(-c3cc([N+](=O)[O-])cc([N+](=O)[O-])c3)nc3nc4ccccc4nc32)cc1 | -7 | -6 | -2 | -1 | 2 | -9 | 3 | 2 | -1 | -1
CC(C)c1ccc(CC(=O)N2CCC2(C)C(=O)NCc2cccc3ccccc23)cc1 (stereo not drawn) | 5 | 4 | -9 | 2 | -2 | 8 | 4 | 9 | 5 | 10
CCCc1cc(=O)[nH]c(SCc2cc(=O)oc3c(C)c(C)ccc23)n1 | 1 | -3 | -7 | 0 | -9 | -10 | 3 | -9 | -1 | 2
Clc1cccc(Oc2ncccn2)c1 | 2 | 2 | 0 | 0 | -3 | 3 | 3 | -11 | 3 | 7
CCCOc1ccc(/C=N/NC(=O)c2c(-c3ccccc3)noc2C)cc1OC | -3 | -2 | 4 | 1 | -3 | -1 | 5 | 3 | -3 | -2
CCOC(=O)c1cnc(SCC(=O)Nc2cc(OC)cc(OC)c2)nc1N | 4 | -1 | 20 | 2 | -2 | 4 | -1 | -12 | -1 | 4
CNC(=O)c1[nH]cnc1C(=O)Nc1ccc(C)cc1 | -1 | -6 | 4 | 1 | 5 | -7 | 2 | 5 | -3 | -1
O=c1[nH]c(CO)nc2c1oc1ccccc12 | -6 | -5 | 0 | 1 | 3 | 5 | -4 | 1 | 3 | -11
COC(=O)/C(C#N)=C/c1ccc(N2CCOCC2)c([N+](=O)[O-])c1 | -8 | -4 | 5 | 2 | -4 | -5 | 3 | 7 | -1 | 7
Cc1c(C#N)c(O)n(C)c(=O)c1N=Nc1ccc(S(N)(=O)=O)cc1 | 4 | -3 | 0 | -32 | 3 | 0 | 6 | -1 | -53 | 7
c1ccc(SCc2nc(-c3ccccn3)no2)cc1 | 1 | -6 | 5 | -1 | 4 | -4 | 3 | 8 | -1 | 8
Cc1ccc(NC2CCCN(C(=O)CCc3cn[nH]c3)C2)cc1C (stereo not drawn) | -2 | -3 | 8 | -1 | 9 | -6 | -1 | -7 | -9 | -2
C=CCN(CC=C)C(=O)Nc1ccc2nc(C)sc2c1 | 6 | -7 | -13 | -28 | -1 | -18 | -6 | 1 | -25 | -4
Cc1ccc(-n2c(C)cc(/C=C(\C#N)C(=O)NCC3CCCO3)c2C)cc1 (stereo not drawn) | 6 | -5 | 3 | -67 | 0 | -12 | -2 | -10 | -104 | 4
COc1ccccc1Nc1nc2ccccc2n1C | 4 | 0 | 5 | 0 | 6 | -7 | -6 | 8 | 1 | 2
CCCN(CCC)CC(=O)Nc1cccc2c1OCO2 | -5 | 0 | 0 | 0 | 1 | 6 | -2 | -6 | 1 | -8
Cc1cc(C(F)(F)F)n2nc(-c3cnn(C)c3C(F)(F)F)cc2n1 | -2 | -3 | -6 | 1 | 6 | 1 | 4 | 4 | 2 | 0
O=C(CCS(=O)(=O)c1ccc(Br)s1)NCc1ccccc1 | 4 | 0 | -4 | -2 | 1 | 0 | -3 | -1 | 2 | -6
CCn1c(CO)nc2c1c(=O)[nH]c(=O)n2Cc1ccccc1 | 4 | -5 | -6 | -4 | 20* | -4 | 2 | -8 | -4 | -3
COc1ccc2ccc(C(C)(C(C)=O)C(=O)OC(C)C)cc2c1 (stereo not drawn) | -3 | -3 | -1 | 2 | -3 | 1 | -5 | 5 | 0 | 5
CCOC(=O)c1c(NC(=O)C2CCCO2)sc(C(N)=O)c1C (stereo not drawn) | 0 | -3 | -5 | -1 | 0 | -3 | 10 | -6 | 0 | 5
Cc1cccc(NC(=O)c2ccc(S(=O)(=O)N3CCOCC3)cc2)c1C | -1 | 1 | -5 | 6 | 0 | 4 | 0 | 1 | 0 | 8
C=CCC[C@H](CCCCC)OC(=O)/C=C/[C@H](O)[C@@H](O)C[C@@H](O)CC=C | 3 | 2 | -5 | 2 | 9 | 6 | 1 | 5 | 2 | 7
CN1[C@@H](Cc2ccccc2)COc2cc(N3CCSCC3)ccc2S1(=O)=O | 5 | 3 | 0 | 4 | -2 | 4 | 4 | -9 | 6 | -4

Additional results
SMILES | DDE Tn7 FP inh | ADAM17 inh | TDP2 absorb | PLCg1 inh | SIAE inh | ADAM10 inh | DDE Tn6 FP inh | ASAP1 inh | PLC-beta3 inh | ARFGAP1 inhibitor
O=C(COC(=O)C12CC3CC(CC(O)(C3)C1)C2)Nc1cccc(Br)c1 | 2 | -1 | -11 | 4 | 11 | -3 | -6 | 8 | -4 | 15
Cc1cc(C)c(C)c(OCC(=O)N2CCCCCC2)c1 | -3 | -1 | -10 | 0 | 3 | -2 | 5 | -3 | 3 | -6
Cc1ccc(S(=O)(=O)NCCc2cc3ccc(C)cc3[nH]c2=O)cc1 | -7 | -10 | 21 | -1 | -1 | -23 | 1 | 7 | -5 | -4
O=C(CCc1ccc(S(=O)(=O)NCCc2ccccc2)cc1)NCc1ccco1 | -8 | 3 | -11 | 1 | -4 | 8 | 3 | -1 | -2 | 12
NS(=O)(=O)c1ccc(CCNC(=O)COC(=O)/C=C/c2cc(Br)ccc2F)cc1 | -3 | -3 | 1 | 1 | -4 | -11 | -3 | -13 | -8 | 7
C[C@H](CO)N1C[C@H](C)[C@@H](CN(C)Cc2ccc(Cl)c(Cl)c2)Oc2c(NC(=O)CCC(F)(F)F)cccc2C1=O | -5 | 4 | 0 | 0 | -3 | 15 | 0 | 9 | 0 | 3
O=C(CCSCCc1ccccn1)Nc1ccc(Cc2ccncc2)cc1 | -5 | 1 | -5 | 7 | -4 | 3 | -1 | -6 | -1 | -8
Cc1cc(-c2ccccc2)nc2cc(C(=O)OC(C)C)nn12 | 4 | -39 | -11 | -264 | -6 | -94 | 4 | 12 | -386 | 0
COC(=O)C1=C(C)N(Cc2ccccc2)C(=O)N[C@H]1c1ccco1 | -11 | 4 | -3 | 2 | -1 | 1 | 9 | 6 | -7 | 9
CCCC(C(=O)NCCC(C)C)N(Cc1ccc(OC)cc1)C(=O)c1snc(C(N)=O)c1N (stereo not drawn) | -3 | -30 | -10 | -47 | 4 | -127 | -4 | 16 | -63 | -3
Fc1cccc(Cn2cc(C(=S)N3CCOCC3)c3ccccc32)c1 | 3 | -1 | 4 | 3 | 2 | 6 | -5 | 5 | 0 | 2
CCC(OC(=O)c1cccs1)C(=O)NC1CCCCC1 (stereo not drawn) | 1 | -7 | 7 | 3 | -3 | 0 | 0 | -12 | 5 | 5
CCCn1c(SC(C)C(=O)NCC2CCCO2)nc2sc3c(c2c1=O)CCC3 (stereo not drawn) | 1 | 1 | 0 | 4 | -2 | 4 | 2 | 0 | 2 | 4
O=C(CCN1CCCCC1)Nc1cccc(Br)c1 | -1 | -3 | -2 | 3 | -2 | 0 | 0 | 7 | -4 | -2
CC(/C=N/n1cnnc1)=C\c1ccco1 | -5 | 0 | -2 | -9 | 1 | 2 | -2 | -8 | -9 | 13
COc1ccc(C(=O)N/C(=C\c2cn(S(=O)(=O)N(C)C)c3ccccc23)C(=O)NCCCn2ccnc2)cc1 | 1 | 4 | -7 | 2 | 0 | 2 | -2 | -13 | -5 | 1
NCCCC[C@H]1CNC(=S)N1CCc1cc(C(F)(F)F)cc(C(F)(F)F)c1 | -2 | -3 | 2 | -1 | 2 | -4 | 3 | -8 | -2 | 8
O=C(NCc1cc(Cl)cc(Cl)c1)c1ccc2sc([C@@H]3O[C@H](CO)[C@H](O)[C@H](O)[C@H]3O)nc2c1 | -11 | -2 | 7 | 3 | 0 | -20 | 6 | -2 | -10 | -7
COc1ccc(Cn2ccnc2SCC(=O)NC2CCCCC2)cc1 | 3 | 1 | -7 | 3 | -3 | 5 | -7 | 3 | -9 | -2
COCCCN1CN=C(NS(=O)(=O)c2ccc(C)cc2)NC1 | -4 | 6 | -8 | 9 | -1 | 9 | -1 | -10 | 1 | -1
CC1CCCCC1NC(=O)CCS(=O)(=O)c1ccc(Cl)cc1 (stereo not drawn) | 2 | 1 | -2 | -3 | -4 | -8 | -12 | -2 | -3 | -3
CC(C)c1nnc(NC(=O)c2nc(S(=O)(=O)Cc3ccccc3)ncc2Cl)s1 | 2 | -3 | 20 | 1 | -1 | 0 | 5 | 4 | -12 | -1
O=C(N[C@@H](Cc1ccc(O)cc1)C(=O)O)C(c1ccccc1)c1ccccc1 | -9 | 0 | -4 | 1 | 5 | 1 | 1 | 16 | -1 | 14
COc1cccc(C(O)c2nc(-c3ccc(F)c(Cl)c3)cs2)c1 (stereo not drawn) | -7 | 7 | 5 | -1 | -11 | 7 | -7 | 13 | -2 | 19
O=C(O)c1cc2c(cc1NC(=O)c1c(F)cccc1F)OCCCO2 | 0 | -3 | 12 | -2 | -1 | 3 | 11 | -5 | -9 | 10
CNS(=O)(=O)c1cccc(C(=O)NCC(c2cccs2)N(C)C)c1 (stereo not drawn) | -1 | 2 | 3 | 4 | -1 | 11 | -3 | -12 | -3 | 11
COc1ccc(OCC(=O)N/N=C/c2ccncc2)cc1 | -8 | 1 | 3 | 3 | 2 | 2 | -4 | -1 | -2 | -2
O=C1CNC(=O)/C1=C\c1ccc(O)cc1 | 3 | -2 | 8 | 1 | -1 | -1 | 9 | 0 | 1 | -1

One compound at a time (already shown). Order of values: DDE Tn7 FP inh	ADAM17 inh	TDP2 absorb	PLCg1 inh	SIAE inh	ADAM10 inh	DDE Tn6 FP inh	ASAP1 inh	PLC-beta3 inh	ARFGAP1 inhibitor
Listed for `CC(C)c1ccc(CC(=O)N2CCC2(C)C(=O)NCc2cccc3ccccc23)cc1` (stereo not drawn) : 5	4	-9	2	-2	8	4	9	5	10
Listed for `COCCCN1CN=C(NS(=O)(=O)c2ccc(C)cc2)NC1` : -4	6	-8	9	-1	9	-1	-10	1	-1
